Assay outcomes (PubChem BioAssay)
UBC13 polyUb: inhibitors of human UBC13 polyubiquitin chain formation; P61088; TR-FRET; inhibition, % at 20 µM; 330,000 compounds, 0.47% hits; in the data active = inhibition above about 45%, passing the limit was not always enough
Target sequence (P61088 whole entry, looked up): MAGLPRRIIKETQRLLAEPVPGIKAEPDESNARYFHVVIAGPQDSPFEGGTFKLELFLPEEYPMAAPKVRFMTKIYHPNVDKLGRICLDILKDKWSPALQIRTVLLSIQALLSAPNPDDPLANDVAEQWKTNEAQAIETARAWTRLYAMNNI
SENP8 block-1: inhibitors of human SENP8 protease; 330,000 compounds, 1.2% hits; AID 2540; purified SENP8, Z-RLRGG-aminoluciferin cleavage, luminescence; inhibition, % at 10 µM; in the data active = inhibition above about 50%
Target sequence (Q96LD8 whole entry, looked up): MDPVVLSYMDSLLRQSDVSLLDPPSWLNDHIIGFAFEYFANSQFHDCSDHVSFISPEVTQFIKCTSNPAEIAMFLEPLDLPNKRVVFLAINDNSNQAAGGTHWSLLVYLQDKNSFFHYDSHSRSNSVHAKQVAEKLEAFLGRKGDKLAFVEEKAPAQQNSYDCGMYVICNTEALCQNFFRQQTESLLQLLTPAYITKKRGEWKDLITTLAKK
SENP7 block: inhibitors of human SENP7 protease | inhibition, % at 5 µM | 330,000 compounds, 1.5% hits | recombinant SENP7, Z-RLRGG-aminoluciferin luminescence, 40 min | Q9BQF6;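 active = inhibition above about 50% at the single test dose, limit read from the data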;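 note: plate controls were DMSO with enzyme for no effect and no enzyme buffer wells for full effect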
Target sequence (Q9BQF6 706-1050 limits assumed): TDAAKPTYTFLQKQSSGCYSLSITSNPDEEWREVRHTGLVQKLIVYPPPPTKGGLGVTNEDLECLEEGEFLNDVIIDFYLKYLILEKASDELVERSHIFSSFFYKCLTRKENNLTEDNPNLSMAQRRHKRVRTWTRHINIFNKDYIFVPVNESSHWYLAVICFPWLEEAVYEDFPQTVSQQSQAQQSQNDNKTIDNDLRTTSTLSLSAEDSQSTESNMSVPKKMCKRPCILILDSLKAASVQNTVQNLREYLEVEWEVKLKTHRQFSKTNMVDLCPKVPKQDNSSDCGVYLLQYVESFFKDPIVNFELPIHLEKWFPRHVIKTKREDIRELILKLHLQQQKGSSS
SENP8 block-2: inhibitors of human SENP8 protease; Q96LD8; recombinant SENP8, Nedd8 substrate fluorescence; inhibition, % at 20 µM; 360,000 compounds, 0.64% hits; AID 602440; in the data active = inhibition mostly above about 40%, no sharp cut-off; inactive = mostly below about 27%
HKDC1 inhibitor: HKDC1 (human) hexokinase inhibition; Q2TB90; recombinant HKDC1, G6PDH/diaphorase resazurin coupled fluorescence; inhibition, % at 20 µM; 340,000 compounds, 0.16% hits; AID 493160;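 active = inhibition above about 35% when tested at 20 µM, limit read from the data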;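 note: plate controls were DMSO wells with enzyme for no effect and DMSO wells lacking enzyme for full effect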
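Material: recombinant HKDC1 hexokinase; Amount: HKDC1 at 5 µg/mL; Medium: Tris pH 8.0 buffer with MgCl2, Tween-20, BSA, BME; Schedule: 90 min reaction incubation at room temperature, dark; Technique: coupled resazurin fluorescence, excitation 525 nm, emission 613 nm.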
SENP1 inh: SENP1 (human) catalytic domain inhibition | 360,000 compounds, 0.21% hits | Q9P0U3 | inhibition, % at 10 µM | AID 624204 | recombinant SENP1 catalytic domain, CyPet-SUMO1-YPet FRET cleavage;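 active = inhibition at least 30% at 10 µM, raw YFP signal under a set limit, fluorescence ratio 0.5 to 1.5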;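 note: 0% = enzyme with DMSO and 100% = no enzyme wells; some results filed as inactive read as strong as hits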
Target sequence (Q9P0U3 419-644 limits assumed): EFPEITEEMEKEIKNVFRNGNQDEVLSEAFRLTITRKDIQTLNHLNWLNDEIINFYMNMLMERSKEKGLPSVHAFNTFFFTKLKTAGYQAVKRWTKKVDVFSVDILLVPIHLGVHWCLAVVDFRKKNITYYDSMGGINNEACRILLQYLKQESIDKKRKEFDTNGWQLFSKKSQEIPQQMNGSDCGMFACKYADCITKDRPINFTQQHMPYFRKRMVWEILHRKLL
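Test system: hSENP1 catalytic domain, recombinant; Amount: 20 pM final SENP1 enzyme; Medium: Tris pH 8 buffer plus EDTA, NaCl, BME, BSA, NP40, catalase; Schedule: 50 min enzyme reaction, room temperature, light-protected; Technique: FRET fluorescence in CFP and YFP emission channels; Controls: no-enzyme wells low, DMSO-plus-enzyme wells high control.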
PfG6PD inh: PfG6PD (Plasmodium falciparum) enzyme inhibition | PfGluPho enzyme, NADPH resazurin-diaphorase fluorescence | inhibition, % at 20 µM | 350,000 compounds, 0.78% hits | AID 504690;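 active = inhibition reaching at least a set limit at 20 µM in the primary screen, cut at about 59% in these data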;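 note: 0% = DMSO wells with substrate and 100% = DMSO wells lacking glucose-6-phosphate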
SENP6 block: inhibitors of human SENP6 protease | Q9GZR1 | Recombinant SENP6 catalytic domain, aminoluciferin luminescence | inhibition, % at 10 µM | 330,000 compounds, 1.8% hits;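 active = inhibition above about 50% at the single tested dose, limit read from the data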;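 note: plate controls were DMSO wells with enzyme for no effect and DMSO wells lacking enzyme for full effect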
beta cell repl: inducers of beta-cell replication in MIN6 cells; MIN6 cells proliferation, ATPlite luminescence, 48 h; cells starved in 0.2% serum; 100% = growth in 10% serum; proliferation, % at 10 µM; 330,000 compounds, 0.29% hits; AID 2380;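 active = compounds whose signal lies at least 3.5 SD above the mean of all wells on their plate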;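 note: 0% = DMSO-treated cells in low-serum medium and 100% = 10% serum control; some compounds called inactive have numbers as strong as hits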
* marks the source's active call; other numbers are inactive results; i = inactive; . = not tested or not shown.

Structure	SENP1 inh	SENP8 block-1	SENP6 block	HKDC1 inhibitor	PfG6PD inh	beta cell repl	SENP8 block-2	SENP7 block	UBC13 polyUb
CC1(C)CC(NC(=O)c2ccc(-c3ccc([N+](=O)[O-])cc3)o2)CC(C)(C)N1	-1	9	17	-3	13	0	-68	4	-6
CC1=NN(C(N)=S)C(=O)C1N=Nc1c(C)cc(C)cc1C (stereo not given)	4	-8	16	-24	1	0	26	1	-32
CCCn1c(CCNc2nc(-c3ccc(OC)cc3)cs2)nc2ccccc21	-1	1	1	-6	5	-2	4	1	8
Cc1nc(C(F)(F)F)ccc1C(=O)Nc1ccccc1F	2	2	-4	0	14	2	14	0	2
O=C(c1ccccc1)c1sc(N2CCOCC2)nc1-c1ccccc1	-8	4	4	-6	8	-2	-2	-1	11
CC(=O)Nc1ccc(S(=O)(=O)N2CCN(S(=O)(=O)N3CCC(C)CC3)CC2)cc1	2	2	-19	5	-14	-1	19	-4	0
COC(=O)c1c(O)cc(C(C)(C)C)n(-c2ccc(F)cc2)c1=O	-7	-8	1	-8	4	-2	0	-9	-12
COc1ccccc1N1CCN(C(=O)c2ccc(NS(=O)(=O)c3ccc(C)cc3)cc2)CC1	2	-2	6	-10	-8	-1	9	1	6
O=C(c1cnn(C(=O)c2ccco2)c1)c1cc(Cl)cc(Cl)c1O	3	-13	2	8	-4	0	-1	2	-12
CCCCOP(=O)(c1ccc(N(C)C)cc1)C(O)c1ccccc1F (stereo not given)	1	-9	-15	-1	-9	-3	7	-11	-8
O=C(CSc1nc2ccccc2[nH]1)Nc1cc(C(F)(F)F)ccc1N1CCOCC1	1	-5	-21	0	-12	-1	15	-9	-1
Cc1cc(C)nc(SCc2nnc(SCc3ccccc3Cl)o2)n1	-8	-7	-8	1	-14	-2	30	0	-2
Cc1cc(C(=O)OCC(=O)N2c3ccccc3NC(=O)C2(C)C)c(C)n1-c1ccccc1	-1	3	-5	-5	10	0	21	-1	13
O=C(Nc1ccc(-c2nc3ccccc3o2)cc1)c1ccc2c(c1)OCO2	-2	-8	-6	-6	-8	-4	-267	-5	-8
CCC(=O)Nc1ccc(-c2nnc(SCc3ccc(C(=O)Nc4nccs4)cc3)n2CC)cc1	2	-5	-7	-5	-7	-1	11	-2	-1
O=CN1CC(=O)N(c2ccccc2)c2c([nH]c3ccccc23)C1	9	3	15	9	24	0	4	1	-9
COc1ccc(-c2nc3ccccc3s2)cc1O	-3	95*	97*	4	-7	-3	i	100*	5
CN(C)/C=C/C(=O)c1ccc2noc(-c3ccccc3)c2c1	-12	2	-16	-1	9	-2	3	-1	-8
CN(C)CCNCc1ccc(OC2CCCC2)cc1	-8	-8	4	-4	1	-4	23	-2	-5
COc1ccc(CC(=O)NCc2ccc3c(c2)cc(C)n3C)cc1	-13	-9	0	-4	-11	-5	-34	3	-5
COc1ccc(Cl)cc1S(=O)(=O)NCc1nc2nc(C)cc(C)n2n1	0	-15	-6	-8	-3	4	3	-10	4
O=C1OCCC/C1=C\c1ccc2c(c1)OCO2	2	4	-8	-3	-7	-3	13	0	2
COc1cc(OC)cc(C(=O)NN2CCOCC2)c1	1	6	-4	-2	-11	0	6	-5	-4
CCOc1ccc(-c2noc(CCC(=O)NC)n2)cc1OCC	1	-5	-20	-4	-3	2	10	2	6
COc1ccc(CCC(=O)NCCS(=O)(=O)N2CCN(c3ccc(OC)cc3)CC2)cc1	1	-7	0	-6	5	3	22	-2	7

Later entries
Structure	SENP1 inh	SENP8 block-1	SENP6 block	HKDC1 inhibitor	PfG6PD inh	beta cell repl	SENP8 block-2	SENP7 block	UBC13 polyUb
Cc1cnc(NC(=O)c2cc3ccccc3o2)s1	-2	55*	68*	-3	18	-5	-18	75*	3
O=C(CSc1nnc(NC(=O)C2CC2)s1)Nc1ccccc1C(F)(F)F	1	5	-31	-5	-22	-2	6	-6	3
NS(=O)(=O)c1ccc(Nc2ccc3cc(S(=O)(=O)N4CCCCC4)ccc3n2)cc1	-1	-11	-6	3	-12	-1	-316	-4	16
CC(=O)C1=C(O)C(=O)OC1c1ccc(C)cc1 (stereo not given)	-1	-5	-7	-3	-12	2	-2	3	1
Cc1cccc(C)c1NC(=O)CNC(=O)c1ccc(NS(=O)(=O)c2ccc3[nH]c(=O)[nH]c3c2)cc1	2	-4	-5	-3	-14	-1	3	-5	2
Oc1ccc2ccccc2c1C=NC12CN3CCN(CN(C3)C1)C2	-17	47	48	29	75*	-1	-7	32	-34
Cc1cc(O)cc2c1C1CCC3(C)C(O)CCC3C1C=C2 (stereo not given)	-4	.	.	10	10	.	-20	.	.
Cc1ccc(C(=O)N2CC(C(=O)O)C2)cc1	0	5	-5	-6	-5	-1	7	-5	2
CCOC(=O)C1=C(C)N(C2CCCCC2)C(=O)C1	1	7	-13	-9	-11	-2	22	-2	-9
COC(=O)c1sccc1NC(=O)COc1ccc(C)cc1	2	15	36	-9	-10	6	5	15	15
COc1ccccc1CNC(=O)CCc1ccccc1	-2	8	-11	-1	-9	-2	10	-1	5
CCOc1cc(C)nc(Oc2ccc(=O)[nH]n2)n1	2	0	2	-10	0	3	3	-2	3
CCOC(=O)c1sc(NC(=O)CSc2nnc(-c3ccco3)n2CC)c(C(=O)OCC)c1C	1	6	-16	13	4	-4	2	2	-5
COc1cc(C(=O)NC2CCCCCCC2)cc(OC)c1OC	1	-4	-4	-2	8	-3	2	0	3
O=C(Cc1ccccc1)NCC(=O)OCC(=O)c1ccc(Cl)cc1	-1	2	-11	-3	4	0	-2	0	0
Cc1nc(NC(=O)c2ccccc2)sc1-c1csc(Nc2cccc(Cl)c2)n1	.	24	39	.	.	-6	.	9	-22
CS(=O)(=O)c1ncc(Cl)c(C(=O)Nc2ccc3ccccc3c2)n1	2	.	.	-1	58	.	14	.	.
CCC(=O)Nc1nc(C)c(C(=O)Nc2cccc(Cl)c2)s1	0	-6	20	2	-1	4	13	8	-3
O=C1OC(c2ccccc2)Sc2ccccc21 (stereo not given)	1	.	.	13	-16	.	2	.	.
CCOc1ncccc1C(=O)OCC(=O)Nc1ccc2c(c1)OCO2	0	6	7	-12	-8	-3	19	4	0
O=C(c1ccc2c(c1)OCCO2)N(c1ccccn1)C1CCCCC1	0	-5	-6	2	10	-2	17	-9	-5
CCn1c(Cc2ccccc2)nnc1SCC(=O)Nc1nc(C)cs1	2	0	-25	4	2	-1	6	4	4
Cc1ccc(NC(=O)Cn2c(=O)oc3ccccc32)cc1C	1	-9	-9	-5	1	-3	4	-1	1
Cc1ccc2c(c1)c(=O)c1c3n2CCN(C(=O)CCl)C3CC1 (stereo not given)	-17	27	50*	23	27	-4	-179	31	-50
CCN1CCN(CCCNC(=O)c2ccc(/C=C3/Sc4ccccc4N(Cc4ccccc4F)C3=O)cc2)CC1	-86	-8	-29	-10	-12	-6	-403	0	46*

Single records, from the list above. Values in the order: SENP1 inh | SENP8 block-1 | SENP6 block | HKDC1 inhibitor | PfG6PD inh | beta cell repl | SENP8 block-2 | SENP7 block | UBC13 polyUb
`CCOC(=O)C1=C(C)N(C2CCCCC2)C(=O)C1` across the screens: 1 | 7 | -13 | -9 | -11 | -2 | 22 | -2 | -9
`COc1cc(C(=O)NC2CCCCCCC2)cc(OC)c1OC` across the screens: 1 | -4 | -4 | -2 | 8 | -3 | 2 | 0 | 3
`CC(=O)C1=C(O)C(=O)OC1c1ccc(C)cc1` (stereo not given) across the screens: -1 | -5 | -7 | -3 | -12 | 2 | -2 | 3 | 1

Going on with the list:
Structure	SENP1 inh	SENP8 block-1	SENP6 block	HKDC1 inhibitor	PfG6PD inh	beta cell repl	SENP8 block-2	SENP7 block	UBC13 polyUb
CCOC(=O)c1ccc(NC(=O)c2cc3ccccc3o2)cc1	-1	45	60*	-1	67*	-3	-10	52*	4
CCOC(=O)C1=C(C)N(CCCC(=O)O)C(=O)NC1C(CC)CC (stereo not given)	0	-18	-11	4	-9	3	10	10	-10
Cc1ccc(CC(=O)N(Cc2ccccc2)c2ccccn2)cc1	-1	1	-6	12	7	0	14	2	8
CCCCC(=O)NC(=S)Nc1cc(C(=O)O)ccc1Cl	1	-11	-10	-9	-5	0	12	1	-19
O=C(CN1N=C(c2ccccc2)CCC1=O)NCc1cccs1	-1	5	16	2	4	0	-5	-5	-6
Cc1cc(C)nc(SCc2nnc(SCC(=O)Nc3nc(-c4ccccc4)cs3)n2C)n1	0	-3	-2	6	11	-3	16	3	2
O=C(NC1CCCCC1)C(c1ccc(F)cc1)N(CCN1CCOCC1)C(=O)c1ccc(-c2ccccc2)[nH]1 (stereo not given)	1	2	-13	-13	6	1	5	1	1
CCN(C(=O)Cn1c(=O)n(Cc2ccccc2)c(=O)c2ccccc21)c1cccc(C)c1	1	-5	25	0	-1	-3	17	-2	10
N#C/C(=N\Nc1ccccc1)C(=N)N1CCCCC1	1	-6	-20	-7	-1	-2	38	-12	-17
CC(=O)NC1CCCN(O)C(=O)/C=C(\C)CCOC(=O)C(NC(C)=O)CCCN(O)C(=O)/C=C(\C)CCOC(=O)C(NC(C)=O)CCCN(O)C(=O)/C=C(\C)CCOC1=O (stereo not given)	-14	14	6	-4	-24	3	11	0	0
Cc1ccc(-c2nnc(CN3CCN(C)CC3)o2)cc1	-2	3	-1	1	-22	7	14	4	4
Cc1cc(=O)[nH]c(SCC(=O)Nc2ccc(N3CCCCC3)cc2)n1	1	10	0	-4	3	1	6	-1	-4
COc1ccc(-c2noc(C3CCCN(S(=O)(=O)c4cccc(Cl)c4C)C3)n2)cc1OC (stereo not given)	0	-2	1	-2	0	-3	0	1	5
CCN(CC)c1ccc(/C=N\N2CCN(Cc3ccc(C)cc3)CC2)cc1	3	2	-10	-6	19	-4	-6	2	0
CC1(C)CCCN(C(=O)N2c3ccccc3Sc3ccccc32)C1	3	-8	2	6	0	-5	1	1	10
CC1=C(C(N)=O)C(c2sccc2C)n2nnnc2N1 (stereo not given)	1	-2	-21	1	-3	2	12	6	10
COc1ccc(-c2nnc(SCC(=O)Nc3ccccc3OC)o2)cc1	2	-5	-1	-12	12	-4	10	-7	0
CN1CCN(C(=O)c2ccccc2NS(=O)(=O)c2ccc(F)cc2)CC1	0	0	-9	-2	1	1	-4	5	-6
Cn1cc(S(=O)(=O)c2ccccc2)n(C)c1=O	-1	-7	-11	-12	16	-3	1	0	4
COc1cc2c(cc1OC)C(COc1ccccc1OC)N(C(=O)C(C)C)CC2 (stereo not given)	-2	-2	21	-5	7	1	23	9	11
CC(C)CNC(=O)C1CCN(c2ccc(S(=O)(=O)N3CCOCC3)cc2)CC1	1	-10	10	-7	-5	0	9	-6	1
CC1(C)Cc2c(sc3nc(=S)[nH]c(N)c23)CO1	.	-2	6	.	.	-6	.	-13	-7
CC(C)(C)OC(=O)C[C@@H]1C/C=C\C[C@@H](CC(=O)N(CCO)Cc2ccccc2)C(=O)N[C@H](C(C)(C)C)COC1=O	3	-10	-13	-6	11	0	13	3	3
CCCCCCCC(=O)NNC(=O)c1ccc(F)cc1	1	-6	4	-6	-18	-4	2	-6	-5
N#CCc1ccccc1C(=O)OCC(=O)N(Cc1ccccc1)Cc1ccccc1	1	-9	-5	8	4	-1	9	-10	3
COc1ccc(CN2C(=O)C(C)Nc3ncnc(N4CCN(c5ccccn5)CC4)c32)cc1 (stereo not given)	-1	-2	0	3	10	-3	-10	-1	5
